Source: PubChem (several laboratories)
Tn7 DDE FP = DD(E)-Tn7 binding inhibition, primary FP screen; FP displacement of FITC-Tn7 peptide from fibrin DD(E); 0% = median of compound wells per plate; inhibition, % at 8.3 µM; AID 720508; actives 0.13% (n = 370,000); P02675;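 active = inhibition above the mean of compounds falling within the control limits plus 3 SD of them, cut at about 14% in these data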;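 also: 0% = plate median of compound wells and 100% = 10 µM Aha-Tn7 peptide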
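Also added: labelled Tn7 tracer, 0.1 µM; Assay system: human fibrin DD(E) protein; Amount: 2 µM fibrin DD(E); Schedule: 10 min compound pre-incubation, 3 h probe incubation at room temperature; Repeats: one replicate per compound; Read-out basis: percent inhibition; Measured by: fluorescence polarization of the labelled Tn7 tracer.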
PLCg1 inh = PLC-gamma1 (human) inhibition, primary screen; P19174; purified PLC-gamma1, fluorogenic substrate, fluorescence; inhibition, % at 12.2 µM; actives 0.84% (n = 370,000); AID 720700; in the data active = inhibition above about 9.5%
sPLA2-III inh = Blocks human group III sPLA2 activity. Q9NZ20. QFRET BODIPY PC-A2 liposome hydrolysis, fluorescence. inhibition, % at 12.2 µM. actives 0.56% (n = 370,000);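 active = inhibition above mean plus 3 SD of compounds lying within the high and low control bounds, cut at about 19% in these data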;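 also: 0% = median of test compound wells and 100% = no enzyme DMSO wells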
Tn6 DDE FP = inhibitors of Tn6 peptide binding to human fibrin DD(E) | P02675 | inhibition, % at 8.3 µM | Fibrin DD(E) TRITC-Tn6 fluorescence polarization displacement | actives 0.21% (n = 370,000) | AID 720509;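 active = inhibition above a per-campaign cutoff: mean of compounds within control limits plus 3 SD, cut at about 15% in these data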;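 also: 0% = median of all compound wells on the plate and 100% = blocking peptide control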
UHRF1 binding = human UHRF1 methylated DNA binding inhibitors. Q96T88. actives 0.75% (n = 370,000). inhibition, % at 4.4 µM. UHRF1 binding to methylated oligo, TR-FRET. AID 687016; in the data active = inhibition above about 21%;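 also: UHRF1 SRA domain binding a hemimethylated CpG hairpin DNA probe; 0% = median of test compound wells and 100% = reference inhibitor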
PLCb3 inh = inhibitors of human phospholipase C beta3; Q01970; Purified PLC-beta3, fluorogenic substrate, fluorescence; inhibition, % at 12.2 µM; actives 0.18% (n = 370,000); AID 720704; in the data active = inhibition above about 11%;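 also: 0% = median of compound wells on plate and 100% = full blocker control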
KLK7 zymogen act = proKLK7 (human) activation, primary screen; activation, % at 7 µM; purified proKLK7, EDANS-DABCYL substrate fluorescence; 100% is mature enzyme control, 0% vehicle; actives 0.9% (n = 370,000);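 active = activation above the mean of all tested compounds plus 3 SD, computed per campaign excluding outliers beyond control limits, cut at about 13% in these data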
ARFGAP1 inhibitor = rat ARFGAP1 inhibition; actives 0.26% (n = 360,000); AID 651572; Arfgap1-stimulated ARF1 GTP hydrolysis, GDP FP detection; inhibition, % at 16.5 µM;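 active = inhibition above a per-plate limit, mean inhibition of low control wells plus 3 SD, cut at about 25% in these data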;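 also: 0% = DMSO wells with enzyme and 100% = wells lacking Arfgap1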
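material = rat Arfgap1 catalytic domain, aa 1-136 | also added = human ARF1(Δ1-17)-GTP substrate | compound dosing = one concentration, 16.5 µM, DMSO 1.26% | times = GTP hydrolysis reaction 2 h at 25 °C | measured by = FP, GDP Alexa 633 tracer displaced from anti-GDP antibody, 620/688 nm | evaluation = percent inhibition of Arfgap1-stimulated GTP hydrolysis | replication = single well per compound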
ASAP1 GAP inh = ASAP1 ArfGAP inhibition. inhibition, % at 16.5 µM. actives 0.19% (n = 360,000). AID 624377. ASAP1-stimulated ARF1 GTP hydrolysis, GDP FP detection; in the data active = inhibition above about 25%;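 also: 0% = vehicle with enzyme and substrate and 100% = no enzyme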
Target sequence (Q9ULH1 325-724 limits assumed): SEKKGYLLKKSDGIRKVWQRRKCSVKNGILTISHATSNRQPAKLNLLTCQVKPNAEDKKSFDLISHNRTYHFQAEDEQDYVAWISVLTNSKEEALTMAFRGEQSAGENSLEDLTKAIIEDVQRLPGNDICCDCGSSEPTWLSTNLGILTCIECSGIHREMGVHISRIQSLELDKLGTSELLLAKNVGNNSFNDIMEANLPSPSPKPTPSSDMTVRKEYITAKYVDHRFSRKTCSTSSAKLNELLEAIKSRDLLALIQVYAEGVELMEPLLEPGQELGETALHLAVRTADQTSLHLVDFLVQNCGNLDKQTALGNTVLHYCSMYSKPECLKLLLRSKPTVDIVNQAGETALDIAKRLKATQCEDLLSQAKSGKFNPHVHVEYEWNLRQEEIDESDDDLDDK
Rev-erbA mod = modulates human Rev-erb alpha binding to DNA. P20393. actives 0.79% (n = 370,000). Rev-erbα–FITC-DNA binding, fluorescence polarization, 90 min. activity, % at 10 µM;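 active = activity above about 14%, limit read from the data; passing the limit was not always enough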;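 also: 0% = DMSO wells with 35 nM protein and 100% = DMSO wells with 750 nM protein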
Target sequence (P20393 whole entry, looked up): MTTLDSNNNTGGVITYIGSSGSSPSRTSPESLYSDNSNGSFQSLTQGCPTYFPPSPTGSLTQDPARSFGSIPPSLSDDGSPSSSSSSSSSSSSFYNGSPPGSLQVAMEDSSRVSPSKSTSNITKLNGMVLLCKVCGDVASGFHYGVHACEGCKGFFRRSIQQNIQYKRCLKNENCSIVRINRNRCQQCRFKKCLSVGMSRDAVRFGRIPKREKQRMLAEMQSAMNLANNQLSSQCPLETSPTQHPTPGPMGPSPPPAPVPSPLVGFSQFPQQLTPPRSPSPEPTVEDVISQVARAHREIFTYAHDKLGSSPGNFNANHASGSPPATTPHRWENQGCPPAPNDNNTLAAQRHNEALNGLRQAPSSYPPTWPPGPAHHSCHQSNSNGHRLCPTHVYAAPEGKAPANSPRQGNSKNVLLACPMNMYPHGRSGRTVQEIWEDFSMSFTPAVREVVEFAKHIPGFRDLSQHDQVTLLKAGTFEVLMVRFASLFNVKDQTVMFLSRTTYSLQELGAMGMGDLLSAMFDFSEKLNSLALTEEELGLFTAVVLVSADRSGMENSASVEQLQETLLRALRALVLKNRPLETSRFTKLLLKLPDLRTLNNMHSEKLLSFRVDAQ
The depositor's hits bear a star; i = inactive; & = joins results of further samples.

SMILES	Tn7 DDE FP	PLCg1 inh	sPLA2-III inh	Tn6 DDE FP	UHRF1 binding	PLCb3 inh	KLK7 zymogen act	ARFGAP1 inhibitor	ASAP1 GAP inh	Rev-erbA mod
CSc1ccc(OC2(C)CCN(Cc3ccc4c(c3)OCCO4)C2)cc1 (stereo unspecified)	1	0	8	-4	-1	1	-0.7	0	2	9
COc1ccc(Cn2c(=O)[nH]c3cc(C(=O)Nc4ccc(N5CCN(C)CC5)cc4)ccc32)cc1	-7	1	-12	-5	0	1	0.7	14	11	4
COCc1cc(C)nc2sc(C(=O)Nc3ccc(C(=O)OC)cc3)c(N)c12	0	-150	-5	1	-1	-204	2.0	7	-1	1
CCOc1ccccc1C=C1SC(=S)NC1=O	4	2	-14	-7	-2	-3	0.8	-12	-1	-2
COc1ccc(OC)c(NC(=S)N(CCc2c(C)[nH]c3ccc(C)cc23)Cc2cccs2)c1	0	-12	-5	-8	-5	-18	0.9	1	0	1
O=C(Nc1ccccc1F)Nc1cccc2ccc(O)cc12	10	-31	-25	7	-3	-37	-1.9	-12	-5	0
COc1ccccc1N1CCN(C(=O)CN(c2ccccc2OC)S(=O)(=O)c2ccccc2)CC1	0	3	-17	2	-1	2	-0.3	-11	-3	-3
Cc1ccc(NC(=O)C2C3CCCC2C3c2ccccc2)c(C)c1 (stereo unspecified)	1	-3	2	10	2	2	-0.5	1	-2	0
O=C(CSc1nnc(-c2ccc(F)cc2)o1)NC1CCCCC1	-2	-2	2	2	35*	-1	0.2	-1	1	5
CC12C=CC(=O)C=C1CCC1C3CCC(O)(C(=O)CO)C3(C)CC(O)C12F (stereo unspecified)	-10	-4	0	2	1	-4	-0.1	-5	2	-2
O=C(CCN1CCN(Cc2ccccc2)CC1)Nc1cccc(Cl)c1	11	0	2	3	4	-3	-0.6	8	-12	-2
CN(CCN1CCOCC1)Cc1nc(-c2ccccc2)no1	6	6	-3	3	-1	-1	0.0	0	-3	3
Cc1cc(S(=O)(=O)Nc2c(NC3CCCCC3)c3ccccc3oc2=O)ccc1F	6	-6	-7	2	-2	-7	0.0	-2	-9	-4
COc1ccc(NC(=O)NC2CCCCCCC2)cc1	1	0	-1	4	1	-8	0.3	-14	-14	5
O=C(OCc1nc2ccccc2s1)c1cccc(S(=O)(=O)N2CCOCC2)c1	-8	9	9	-11	6	2	0.0	11	0	5

Pulled one by one from above (6):
SMILES	Tn7 DDE FP	PLCg1 inh	sPLA2-III inh	Tn6 DDE FP	UHRF1 binding	PLCb3 inh	KLK7 zymogen act	ARFGAP1 inhibitor	ASAP1 GAP inh	Rev-erbA mod
COc1ccc(Cn2c(=O)[nH]c3cc(C(=O)Nc4ccc(N5CCN(C)CC5)cc4)ccc32)cc1	-7	1	-12	-5	0	1	0.7	14	11	4
CC12C=CC(=O)C=C1CCC1C3CCC(O)(C(=O)CO)C3(C)CC(O)C12F (stereo unspecified)	-10	-4	0	2	1	-4	-0.1	-5	2	-2
CN(CCN1CCOCC1)Cc1nc(-c2ccccc2)no1	6	6	-3	3	-1	-1	0.0	0	-3	3
O=C(CCN1CCN(Cc2ccccc2)CC1)Nc1cccc(Cl)c1	11	0	2	3	4	-3	-0.6	8	-12	-2
O=C(OCc1nc2ccccc2s1)c1cccc(S(=O)(=O)N2CCOCC2)c1	-8	9	9	-11	6	2	0.0	11	0	5
CSc1ccc(OC2(C)CCN(Cc3ccc4c(c3)OCCO4)C2)cc1 (stereo unspecified)	1	0	8	-4	-1	1	-0.7	0	2	9

Next results.
SMILES	Tn7 DDE FP	PLCg1 inh	sPLA2-III inh	Tn6 DDE FP	UHRF1 binding	PLCb3 inh	KLK7 zymogen act	ARFGAP1 inhibitor	ASAP1 GAP inh	Rev-erbA mod
COc1ccc(C(C(=O)NC2CCCCC2)N(C(=O)c2snc(C(N)=O)c2N)c2ccc(OC)cc2OC)cc1 (stereo unspecified)	3	-26	-3	0	0	-46	-1.4	-2	-3	5
Cc1ccccc1CN(C)CC(=O)NC(C)CCc1ccccc1 (stereo unspecified)	0	-1	-9	1	0	-1	-1.4	3	8	4
CCN(CC)C(=O)C1CCCN(C/C(C)=C/c2ccccc2)C1 (stereo unspecified)	1	-4	-1	1	2	2	0.1	-12	-5	-3
Cc1cc(NC(=O)Nc2ccc(F)cc2F)n(C)n1	11	-5	13	-1	3	-3	-0.1	8	-12	-3
O=C(CNC(=S)NC(=O)c1ccc(Cl)cc1)c1ccccc1	-2	3	-13	0	-5	-1	0.3	-11	3	3
COC(=O)[C@]12CCCCC=C1N(CCC1=CCCCC1)C(=O)[C@H](CC(=O)N1CCCCC1)C2	1	3	-7	9	-3	2	-0.3	5	-8	-4
O=C(CN(Cc1ccccc1)S(=O)(=O)c1ccc(Cl)cc1)NCC1CCCO1 (stereo unspecified)	-1	1	8	0	1	1	0.1	14	-5	3
c1ccc(-c2nc(-c3ccncc3)no2)cc1	3	2	8	0	4	6	-0.5	-8	-9	1
CCOc1ccc(CN(C)C(C)C(=O)NCc2ccccc2)cc1 (stereo unspecified)	10	-1	6	4	3	-6	-0.4	-5	-2	2
CCN(C(=O)CSc1nc2scc(-c3ccccc3)c2c(=O)n1N)C1CCS(=O)(=O)C1 (stereo unspecified)	0	-1	2	0	-2	-2	0.2	-2	-5	-10
CC(=O)NC1=NN(C(C)=O)C2(CCCCC2)S1	0	0	-4	-1	0	3	0.2	-5	1	-1
CCOC(=O)CNc1nc(C(C)(C)C)nc2c1nnn2Cc1ccccc1Cl	1	0	-8	4	2	2	-0.1	-9	-4	11
COc1ccc(-n2nnnc2SCC(=O)N2CCCC2=O)cc1	-4	4	0	-4	0	-4	-0.7	-4	-1	-2
O=C(CSc1nnnn1-c1ccccc1)N1CCNC1=O	3	-1	2	4	1	-7	-0.2	4	0	3
CN(Cc1cnc2nc(N)nc(N)c2n1)c1ccc(C(=O)N[C@@H](CCC(=O)O)C(=O)O)cc1	7&7	i	1&-8	-5&-2	-2&-4	i	18*	-9&10	-20&0	4&4

Part of the list above, with values under each structure.
Every second line gives: Tn7 DDE FP, PLCg1 inh, sPLA2-III inh, Tn6 DDE FP, UHRF1 binding, PLCb3 inh, KLK7 zymogen act, ARFGAP1 inhibitor, ASAP1 GAP inh, Rev-erbA mod
c1ccc(-c2nc(-c3ccncc3)no2)cc1
    3, 2, 8, 0, 4, 6, -0.5, -8, -9, 1
CCOc1ccc(CN(C)C(C)C(=O)NCc2ccccc2)cc1 (stereo unspecified)
    10, -1, 6, 4, 3, -6, -0.4, -5, -2, 2
CCN(C(=O)CSc1nc2scc(-c3ccccc3)c2c(=O)n1N)C1CCS(=O)(=O)C1 (stereo unspecified)
    0, -1, 2, 0, -2, -2, 0.2, -2, -5, -10

Following part
SMILES	Tn7 DDE FP	PLCg1 inh	sPLA2-III inh	Tn6 DDE FP	UHRF1 binding	PLCb3 inh	KLK7 zymogen act	ARFGAP1 inhibitor	ASAP1 GAP inh	Rev-erbA mod
CCc1ccc(CNC(=O)CCc2nnc(CCc3ccc(OC)cc3)o2)nc1	9	2	2	-2	2	0	0.2	9	-13	3
COc1ccc(CCNC(=O)CSc2ncnc3c2oc2ccccc23)cc1OC	-6	0	6	-4	0	4	0.5	3	-12	-6
CCn1c2ccccc2c2cc(NC(=O)CSc3nnc(-c4ccccc4)o3)ccc21	-1	2	-10	3	3	3	0.1	-8	-4	-5
O=c1cc(-c2ccccc2)nc(Cc2c(Cl)cccc2Cl)[nH]1	-3	2	9	6	0	-6	0.1	8	-6	-9
CC(=O)c1cccc(NC(=O)N2CCCC2C(=O)NCCc2ccccc2)c1 (stereo unspecified)	-11	1	-2	1	0	2	-0.6	2	2	0
COc1ccc(CNC(=O)c2c([S-])n(-c3ccc(C)cc3)c3cccc[n+]23)cc1	3	-1	-2	-1	0	-8	0.2	3	13	9
O=C(N1CCOCC1)n1nnc2ccccc21	-3	2	2	6	0	0	0.6	-5	-6	-2
O=C1C=C(O)C(n2cncn2)C(c2cc(F)ccc2F)C1 (stereo unspecified)	1	-10	-2	-5	-1	-23	-0.1	4	2	1
COc1cc(C(=S)N2CCOCC2)cc(Br)c1OS(=O)(=O)c1ccccc1	3	1	2	5	-1	-4	0.9	15	13	-6
CC1(C)ON=C(c2ccc(C(F)(F)F)cc2)NC1=O	3	-3	4	6	-1	-2	0.7	1	3	-7
O=C(CSc1nnc(-c2ccc(S(=O)(=O)N3CCCC3)cc2)o1)NCc1ccco1	6	-3	-5	5	11	-9	-0.4	3	-5	1
Cc1cc(NC(=O)COc2ccccc2C)no1	6	3	-3	6	-1	4	-0.3	-11	7	-2
COc1ccc(NC(=O)Cn2nnc(-c3ccccc3)c2COc2ccc(C(C)=O)cc2)cn1	-3	0	-13	-7	-2	-1	0.1	14	4	6
Cc1ccc(-n2cc3c(=O)n(C)c(=O)n(C)c3c2)cc1C	5	-9	-4	9	-4	-6	0.0	-2	0	-5
O=C(O)CC12CC3CC(C1)CC(n1cncn1)(C3)C2	2	-1	7	-6	3	-1	0.5	9	3	0
COc1ccc(C2CC(=O)C3=C(C2)Nc2ncnn2C3c2ccccc2)cc1 (stereo unspecified)	2	-6	1	1	0	-6	-5.8	7	1	0
O=C(CCS(=O)(=O)c1ccc(Cl)cc1)Nc1nnc(-c2cccs2)o1	-6	0	-2	6	-1	2	0.1	4	-8	4
COc1ccc(OC)c(C2CC(c3c(-c4ccccc4)c4cc(Cl)ccc4[nH]c3=O)=NN2S(C)(=O)=O)c1 (stereo unspecified)	6	0	-4	6	-1	1	-0.7	-1	-10	6
COc1ccc(C(=O)N(c2ccc(C)cc2)C2C=CS(=O)(=O)C2)cc1OC (stereo unspecified)	2	4	-2	-8	-1	-7	0.7	-3	19	1
CC(=O)Nc1ccc(NC(=O)c2cc([N+](=O)[O-])cc([N+](=O)[O-])c2)cc1	-1	1	3	3	11	-4	-0.3	3	11	2
CCC(C)NCCOCCSc1ccc(Cl)cc1 (stereo unspecified)	-4	5	5	-3	3	4	0.2	6	14	-7
CC(=O)c1cnc(Nc2ccc(C)cc2)s1	-2	-36	-6	-2	-2	-41	0.1	-7	-1	-3
Cc1c(CC(=O)O)c(=O)oc2cc(OCc3ccc(F)cc3F)ccc12	-1	-55	-8	2	-2	-106	8.2	0	4	-2
Cc1ccc(C(=O)OCC(=O)NCCN2C(=O)CSC2=O)cc1	-1	3	13	-5	5	-2	-0.4	13	2	-3
